High-throughput results: PubChem, National Center for Advancing Translational Sciences (NCATS)
RXFP1 antag: RXFP1 (human) relaxin receptor antagonism. 0.59% of 350,000 active. Q9HBX9. AID 1259400. activity change, negative = inhibition, % at 57.5 µM. HEK293-RXFP1, relaxin-stimulated cAMP HTRF, 30 min; active compounds read low;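 active = activity change of -60% or lower, but not beyond a set lower limit; inconclusive = change between -60% and -40%, or beyond the set limit; inactive = change above -40%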; also: % is scaled to controls: 0 for no effect and ±100 for the full control effect
POLK inh: DNA polymerase kappa (human) inhibition; Potency, µM (doses to about 107 µM), inactives show at the highest dose activity, negative = inhibition, usual class: inhibitors; purified Pol kappa, fluorescent DNA synthesis assay, 10 min; Q9UBT6; 0.53% of 400,000 active; also: potency is read from the fitted curve at half-maximal effect; % is scaled to controls: 0 for no effect and ±100 for the full control effect
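Activity was followed as the change in fluorescence between reads at 0 and 10 min after starting the reaction with 50 nM substrate. Beforehand, 10 nM polymerase had been preincubated with compound for 15 min at room temperature.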
Pol eta inh: inhibitors of human DNA polymerase eta; AID 588591; Q9Y253; Potency, µM (doses to about 114 µM), without a hit: top-dose activity change, negative = inhibition, usual class: inhibitors; 1.2% of 390,000 active; recombinant Pol eta, fluorescent DNA replication assay; also: potency is read from the fitted curve at half-maximal effect; % is scaled to controls: 0 for no effect and ±100 for the full control effect
Target sequence (Q9Y253 whole entry, looked up): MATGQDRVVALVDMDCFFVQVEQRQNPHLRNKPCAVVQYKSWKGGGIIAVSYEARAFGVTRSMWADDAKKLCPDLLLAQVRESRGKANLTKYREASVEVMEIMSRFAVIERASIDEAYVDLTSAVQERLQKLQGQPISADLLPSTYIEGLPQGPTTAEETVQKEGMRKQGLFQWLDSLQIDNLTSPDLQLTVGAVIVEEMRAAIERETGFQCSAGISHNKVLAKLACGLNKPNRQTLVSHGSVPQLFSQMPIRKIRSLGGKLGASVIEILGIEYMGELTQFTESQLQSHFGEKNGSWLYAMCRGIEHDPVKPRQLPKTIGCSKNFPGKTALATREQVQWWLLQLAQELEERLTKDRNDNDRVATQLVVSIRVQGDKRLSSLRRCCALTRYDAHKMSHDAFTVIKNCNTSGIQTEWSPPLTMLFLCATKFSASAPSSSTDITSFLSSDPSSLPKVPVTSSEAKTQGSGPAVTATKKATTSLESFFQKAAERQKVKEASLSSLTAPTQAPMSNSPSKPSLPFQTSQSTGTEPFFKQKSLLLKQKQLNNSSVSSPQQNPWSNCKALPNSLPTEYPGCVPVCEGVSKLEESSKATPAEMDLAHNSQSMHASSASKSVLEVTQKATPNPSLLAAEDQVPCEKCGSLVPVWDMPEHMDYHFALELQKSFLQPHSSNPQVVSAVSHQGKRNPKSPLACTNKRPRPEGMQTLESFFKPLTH
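Pol eta (10 nM) was preincubated with compounds for 15 min at room temperature, after which fluorescent replication substrate (50 nM final) was added to start the reaction. Fluorescence was read kinetically at 0 and 10 min.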
POLI inh: DNA polymerase iota (human) inhibition | Q9UNA4 | Pol iota fluorescent replication assay, 10 min | Potency, µM (titrated, usually from 115 µM), for the others: top-dose activity, negative = inhibition, usual class: inhibitors | 1% of 390,000 active | AID 588590; also: potency is read from the fitted curve at half-maximal effect
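Fluorescent replication assay read twice, at 0 min and 10 min after adding 50 nM (final) substrate. Enzyme (10 nM) and compounds were first incubated 15 min at room temperature; enzyme-free buffer wells were negative controls.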
Apoferritin bind: candidate novel general anesthetic via apoferritin binding | P02791 | apoferritin/1-aminoanthracene competitive binding, fluorescence | Potency, µM (top dose mostly 77.5 µM), for the others: at the top dose activity change, negative = displacement, actives largely listed as inhibitors | 0.074% of 350,000 active; also: potency is read from the fitted curve at half-maximal effect; % is scaled to controls: 0 for no effect and ±100 for the full control effect; nearly all actives have a fitted effect of over 20% in size
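Horse-spleen apoferritin (10 uM) was mixed with 50% saturated 1-aminoanthracene in PBS, exposed to compounds for 10 min at room temperature, and read for fluorescence (ex 380 nm, em 535 nm). Competitive displacement was fitted with a four-parameter Hill equation.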
APEX1 inh: inhibitors of human APE1 endonuclease. Potency, µM (series often up to 65.8 µM), without a hit: top-dose activity change, negative = inhibition, hits mostly inhibitors. 0.35% of 350,000 active. AID 2517. recombinant APE1, TAMRA/BHQ-2 abasic DNA cleavage fluorescence;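 also: potency is read from the fitted curve at half-maximal effect; plate controls were vehicle for no effect and reference inhibitor for full effect; nearly all actives have a fitted effect of over 55% in size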
Target sequence (P27695 whole entry, looked up): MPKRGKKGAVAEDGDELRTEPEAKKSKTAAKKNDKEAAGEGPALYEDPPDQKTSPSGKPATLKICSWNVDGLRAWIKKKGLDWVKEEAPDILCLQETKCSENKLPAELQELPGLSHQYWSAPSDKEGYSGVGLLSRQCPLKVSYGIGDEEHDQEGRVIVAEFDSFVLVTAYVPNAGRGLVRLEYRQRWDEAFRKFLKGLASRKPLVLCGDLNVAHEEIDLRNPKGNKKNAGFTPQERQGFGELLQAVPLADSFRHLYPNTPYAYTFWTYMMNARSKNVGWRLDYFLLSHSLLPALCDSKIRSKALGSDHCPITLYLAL
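Incision of a quenched TAMRA/BHQ-2 THF abasic-site duplex (50 nM) by 0.75 nM APE1, after 15 min compound preincubation, measured as fluorescence increase over three 60 s reads. Values normalized to buffer, DMSO and NSC13755 control wells.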
Tb PGK inh: blocks T. brucei phosphoglycerate kinase; P07378; PGK/GAPDH coupled, Kinase-Glo luminescence, 60 min; Potency, µM (highest dose often 57.5 µM), for inactives: top-dose activity change, negative = inhibition, most hits filed as inhibitors; 0.043% of 380,000 active; also: potency is read from the fitted curve at half-maximal effect; % is scaled to controls: 0 for no effect and ±100 for the full control effect; nearly all actives have a fitted effect of over 60% in size
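Recombinant glycosomal PGK reaction used 1,3-bisphosphoglycerate generated in-well by GAPDH (100nM final) in 100mM TEA pH 7.6, 5mM MgCl2, 0.01% Tween-20. After 60 minutes at room temperature, ATP was read by Kinase-Glo Plus luminescence end-point.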
Pol beta inh: inhibitors of human DNA polymerase beta; P06746; Pol beta primer extension/strand displacement, fluorescence kinetic; Potency, µM (highest dose often 114 µM), without a hit: at the top dose activity change, negative = inhibition, actives largely listed as inhibitors; 1.3% of 340,000 active; AID 485314; also: potency is read from the fitted curve at half-maximal effect; % is scaled to controls: 0 for no effect and ±100 for the full control effect
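Values derive from four-parameter Hill fits of normalized kinetic data: reads at 0 and 10 min following addition of 50 nM substrate to 10 nM Pol beta preincubated 15 min with compound.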
BLM inh: inhibitors of human Bloom syndrome helicase BLM; recombinant BLM DNA unwinding, fluorescence dequenching; P54132; Potency, µM (titrated, usually from 56.1 µM), without a hit: at the top dose activity change, negative = inhibition, actives largely listed as inhibitors; 0.2% of 350,000 active;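 also: potency is read from the fitted curve at half-maximal effect; plate controls were vehicle for no effect and no enzyme for full effect; nearly all actives have a fitted effect of over 35% in size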
The depositor's hits bear a star; i = inactive; ? = inconclusive; nt = no result given; & = joins results of further samples; [ ] = remark or other dose. Unless noted, calls follow the shape of the dose curve; as a rule, active = well fitted curve in the direction sought with a large enough effect; inconclusive = small, poorly fitted or top-dose-only effect, or another doubt; inactive = no such curve, though single readings can be large; an effect the other way counts as inactive or inconclusive. These rows are one share of the data; rates above refer to the full screens.

SMILES	RXFP1 antag	POLK inh	Pol eta inh	POLI inh	Apoferritin bind	APEX1 inh	Tb PGK inh	Pol beta inh	BLM inh
Cc1ccc(S(=O)(=O)N2CCc3ccccc3CC2)cc1	-21	-2%	-9%	-7%	nt	nt	-2%	nt	nt
CCC(C(=O)NCCCN1CC(C)CC(C)C1)n1nc(C)c2sc3ccccc3c2c1=O (stereo not drawn)	-18	-10%	-7%	-21%	-21%	22%	i	0%	-9%
COc1cccc(C(=O)Nc2ccc(NC(=O)c3ccc(C(C)(C)C)cc3)cc2)c1	-3	3%	nt	0%	-9%	nt	nt	7%	2%
COc1ccc(C(=O)OCCc2ccc(O)cc2)cc1	nt	-12%	-16%	-4%	5%	-4%	6%	-24%	-2%
CN(c1ccc(O)cc1)c1nc(-c2ccccc2)cs1	-23	-1%	-24%	14%	-20%	-1%	-3%	9%	-10%
CCOC(=O)c1sc2nc(SCC(=O)N(CC)CC)n(CCCN3CCCC3=O)c(=O)c2c1C	6	-2%	-3%	17%	?	6%	8%	-7%	2%
CN(C)C(=O)c1cc([N+](=O)[O-])cc([N+](=O)[O-])c1N(C)C	14	-7%[60.1 µM]	-7%	?	-22%	-3%	-7%	4%	-5%
O=C(O)CNC(=O)c1ccc(N2CCOCC2)cc1[N+](=O)[O-]	1	-1%	-3%	26%	-5%	-1%	-5%	7%	3%
CC(=O)OC1=Cc2c(ccc3ccc(=O)oc23)OC1(C)C	1	-1%	-14%	-21%	-8%	-3%	-6%	19%	-2%
COc1cc(NC(=O)C23CC4CC(C2)CC(n2nnc(C)n2)(C4)C3)c(OC)cc1Cl	-20	3%	-12%	22%	-13%	16%	5%	5%	-9%
Cc1coc(NC(=O)CSc2nc(-c3ccncc3)cc(C(F)(F)F)c2C#N)n1	0	0%	-13%	6%	-6%	15%	-10%	6%	-10%
O=C(Nc1cccc2c1C(=O)NC2=O)c1ccccc1[N+](=O)[O-]	6	-26%	-17%	3%	9%	3%	-4%	44%[activator]	0%
CCC(C)NC(=O)COCc1cc(-c2ccc3c(c2)OCO3)on1 (stereo not drawn)	13	-5%	-10%	35%[activator]	-18%	-5%	-10%	-1%	-5%
COc1ccc(C(=O)NCCNc2ccc([N+](=O)[O-])cc2)cc1OC	-15	-8%	-10%	121%[activator]	-15%	6%	i	9%	-1%
CC1=C(C(=O)Nc2ccccc2)C(c2ccc(C(=O)O)cc2)n2nc(SCC(=O)c3ccc(C)cc3)nc2N1 (stereo not drawn)	7	-4%[60.1 µM]	11%	?	6%	nt	i	8%	-18%
O=C1Nc2ccccc2C1(O)C/C(=N/O)c1ccccc1 (stereo not drawn)	-1	2%	-13%	18%	1%	3%	-10%	-2%	-4%
COC(Cn1c(C)c(C(C)=O)c(C(C)=O)c1C)OC	-1	-11%	8%	-3%	-5%	0%	-4%	13%	-2%
O=c1cc(-c2ccco2)nc(SCc2cccc(Cl)c2)[nH]1	-1	-14%	-21%	10%	-3%	10%	6%	6%	-7%
CN(C(=O)c1cccc(C#N)c1)c1nnc(-c2ccncc2)s1	-2	-21%	4%	45%[activator]	-8%	-11%	3%	15%	-1%
COCCNC(=O)c1ccc(-n2c(SCc3ccncc3)nc3ccccc3c2=O)cc1	4	-7%	-12%	195%[activator]	-13%	-1%	-10%	-16%	-2%

By substructure, the compounds so far containing a thiophene ring, fused or not.
SMILES	RXFP1 antag	POLK inh	Pol eta inh	POLI inh	Apoferritin bind	APEX1 inh	Tb PGK inh	Pol beta inh	BLM inh
CCC(C(=O)NCCCN1CC(C)CC(C)C1)n1nc(C)c2sc3ccccc3c2c1=O (stereo not drawn)	-18	-10%	-7%	-21%	-21%	22%	i	0%	-9%
CCOC(=O)c1sc2nc(SCC(=O)N(CC)CC)n(CCCN3CCCC3=O)c(=O)c2c1C	6	-2%	-3%	17%	?	6%	8%	-7%	2%

Going on with the list:
SMILES	RXFP1 antag	POLK inh	Pol eta inh	POLI inh	Apoferritin bind	APEX1 inh	Tb PGK inh	Pol beta inh	BLM inh
CCCCCCSc1nnc2c(n1)OC(C)Nc1ccc(Br)cc1-2 (stereo not drawn)	-4	-15%	-27%	30%	-1%	nt	-10%	1%	0%
S=C1SCN(Cc2ccccc2)CN1Cc1ccccc1	2	-6%	-16%	-9%	8%	-16%	-21%	-5%	-7%&2%
CCCn1c(O)c(N=NC(=O)CNC(=O)Cc2ccc(OC)cc2)c2ccccc21	17	-21%	15%	-2%	-23%	-18%	3%	-4%	1%
O=C(c1cccs1)N1CCN=C1SCc1ccccc1F	-15	-15%	-14%	147%[activator]	-6%	11%	-6%	9%	2%
O=C(Cn1cnc2sc3c(c2c1=O)CCCC3)NCC(=O)Nc1c(F)cccc1F	-2	15%	-9%	-9%	-15%	75%[activator]	0%	0%	0%
CCOC(=O)CN(c1cc([N+](=O)[O-])ccc1OC)S(C)(=O)=O	11	1%	-9%	91%[activator]	1%	3%	-9%	18%	5%
CN(Cc1ccc2c(c1)OCCO2)C(=O)CSc1ncnc2sccc12	-14	-3%	-6%	14%	nt	-6%	21%	nt	nt
Cc1ccc(-c2onc(C)c2C)cc1S(=O)(=O)N1CCN(c2ccccc2F)CC1	-3	11%	-7%	2%	-8%	nt	i	44%[activator]	-9%
COc1ccc(NC(=O)/C(=C/c2ccc(OC(C)=O)c(OC)c2)NC(C)=O)cc1	-10	-2%	-11%	-8%	-6%	16%	-1%	27%	-1%
CCCCNC(=O)[C@@H](c1ccccc1)N1Cc2ccccc2C1=O	nt	-5%	-10%	-11%	-13%	nt	-10%	16%	1%
COc1ccc(NC(=O)CC2C(=O)N(c3ccc(Cl)cc3)C(=S)N2CCc2ccncc2)cc1 (stereo not drawn)	-19	6%	-5%	?	-12%	-5%	i	?	-12%
COc1ccc(CCNC(=O)C2CCC(=O)N(C3CCCCCC3)C2)cc1 (stereo not drawn)	1	-12%	7%	-3%	-6%	-9%	2%	4%	2%
O=C(NNS(=O)(=O)c1ccc([N+](=O)[O-])cc1)c1ccccc1	2	-7%	-13%	4%	nt	nt	2%	nt	nt
CC(C)OC(=O)c1cc2c(ccn2C)n1CC(=O)N(Cc1ccccc1)c1ccccc1	-2	-10%	-18%	12%	-10%	-5%	9%	?	-13%
Cc1ccc(NC(=S)N(C)N)cc1Cl	0	-9%	-13%	-11%	-19%	2%	i	-27%	-2%
CC(=O)Oc1ccccc1/C=C/c1ccc2ccccc2[n+]1C	16	-18%	-12%	37%[activator]	4%	-2%	-6%	29%	5%
COc1ccc([N+](=O)[O-])cc1NC(=O)CCSCCc1ccccn1	-1	9%	-22%	6%	-12%	-3%	-3%	19%	-2%
O=c1cc(-c2ccccc2)nc(SCc2nc(-c3ccccc3Cl)no2)[nH]1	-33	2%[60.1 µM]	5%	-15%	-13%	nt	-1%	17%	-3%
O=C(NCc1nc(-c2ccccc2)no1)c1ccco1	6	-9%	2%	-6%	11%	nt	i	1%	1%
CC1c2c([nH]c3ccccc23)CCC1C(=O)O (stereo not drawn)	8	-1%	-29%	8%	-10%	4%	-4%	108%	-1%
CC1CCN(CCc2nc3cc(NC(=O)COc4ccc([N+](=O)[O-])cc4)ccc3n2C)CC1	4	-7%	0%	-12%	-22%	-5%	8%	-5%	-6%
COC(C[C@H](O)CC(=O)[C@H](C)OCc1ccccc1)OC	nt	-11%	-13%	-12%	-2%	0%	-1%	-1%	-2%
CCN(CC)CCCNC(=O)c1ccc(S(=O)(=O)Nc2ccc(C)c(C)c2)cc1	-9	-10%	-9%	8%	nt	32%	-9%	nt	nt
COC(=O)Cc1c(C)nc2nc(-c3ccco3)[nH]n2c1=O	-4	-14%	1%	3%	10%	1%	-8%	8%	3%
Cc1cc(=O)n2[nH]cc(C(=O)O)c2n1	9	-6%	-4%	-22%	4%	6%	nt	0%	1%
O=C(O)c1ccc(NS(=O)(=O)c2ccc(NC(=O)c3ccccc3Cl)cc2)cc1	-6	-4%	-1%	-14%	-7%	-7%	-6%	26%	-1%
Cn1nccc1C(=O)N1CCCC(C(=O)c2cccc3ccccc23)C1 (stereo not drawn)	-3	-8%	-13%	-10%	-11%	-1%	-5%	2%	0%
COc1ccc(NC(=O)/C=C/c2cc(Br)ccc2OC)cc1	-12	-14%	-2%	-9%	-13%	8%	-6%	40%	-11%
O=C(NCC1CCCO1)c1cc(C(=O)c2ccc(Cl)cc2Cl)c[nH]1 (stereo not drawn)	-3	8%	-7%	15%	-5%	-3%	-3%	0%	-2%
Cn1c(Cn2c(=O)sc3ccccc32)nnc1SCC(=O)Nc1cccc(F)c1	nt	-1%	-9%	-13%	4%	-3%	-4%	-12%	5%
CCOC(=O)NC(=O)CN1C(=O)NC(C)(c2ccccc2)C1=O (stereo not drawn)	28	-2%	-11%	27%	-7%	0%	-8%	4%	-1%
COc1ccc(NC(=O)CN(C)C(=O)CNC(=O)C2CCCCC2)cc1	-5	-15%	-4%	14%	-16%	1%	0%	14%	0%
CC1(C)C2CC=C(/C=N/NC(=O)c3ccc(O)cc3)C1C2 (stereo not drawn)	-4	2%	-17%	10%	-20%	0%	-7%	-25%[57.1 µM]	-2%
COc1ccc(-c2cc(C(F)F)n3ncc(C(=O)N4CCN(C)CC4)c3n2)cc1	4	-7%	1%	-12%	77%[activator]	6%	-2%	8%	-2%
COc1ccc(C(=O)CSc2nc3[nH]ncc3c(=O)[nH]2)cc1	-19	-3%	-19%	56%[activator]	-2%	-3%	i	?	0%
O=C(Nc1ccc(F)cc1F)N1CCN(C/C=C/c2ccccc2)CC1	nt	-26%	-10%	33%[activator]	-6%	-3%	-3%	26%	-5%
COc1cc2nc(NC(=O)c3ccco3)sc(=O)c2cc1OC	25	-10%	-6%	?	-12%	4%	-3%	23%	-4%
COC(=O)c1sc2nc(CN3CCN(c4ccc(OC)cc4)CC3)[nH]c(=O)c2c1C	-4	0%	-24%	16%	-4%	1%	-2%	-3%	1%
